Source: PubChem BioAssay (National Center for Advancing Translational Sciences (NCATS))
Gal4-VP16 FLuc: counter-screen for ROR gamma inhibitors: Gal4-VP16 reporter; 310,000 compounds, 3.5% hits; Potency, µM (series often up to 53.6 µM), for the others: at the highest dose activity, negative = inhibition, usual class: inhibitors; Drosophila S2 Gal4-VP16 UAS-luciferase, luminescence, 20 h;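 also: Gal4-VP16 expression switched on by copper sulfate through the metallothionein promoter; % is scaled to controls: 0 for no effect and ±100 for the full control effect; nearly all actives have a fitted effect of over 50% in size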
Rab9 promoter act: Rab9 promoter activation; Potency, µM (top dose mostly 9.22 µM), inactives show top-dose activation, negative = inhibition, hits mostly activators; 320,000 compounds, 2.8% hits; Huh7 Rab9 promoter-luciferase reporter, luminescence, 24 h; also: % of control where 0% means no effect; nearly all actives have a fitted effect of over 60% in size
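Luminescence from Amplite-detected luciferase (10 minutes, ambient) reports Rab9 promoter activation. Before that, stable Rab9-luciferase Huh7 cells (1500/well, reduced-serum OP-MEM I plus 10% FBS) were exposed to compound for 24 hours at 37C.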
RORg inh: blocks mouse ROR gamma transcriptional activity; P51450; Drosophila S2 Gal4-RORgamma UAS-luciferase reporter, 20 h; Potency, µM (series often up to 53.6 µM), for the others: top-dose activity change, negative = inhibition, most hits filed as inhibitors; 310,000 compounds, 5.4% hits; also: % is scaled to controls: 0 for no effect and ±100 for the full control effect; nearly all actives have a fitted effect of over 60% in size
Target sequence (P51450 whole entry, looked up, the tested form may be a part): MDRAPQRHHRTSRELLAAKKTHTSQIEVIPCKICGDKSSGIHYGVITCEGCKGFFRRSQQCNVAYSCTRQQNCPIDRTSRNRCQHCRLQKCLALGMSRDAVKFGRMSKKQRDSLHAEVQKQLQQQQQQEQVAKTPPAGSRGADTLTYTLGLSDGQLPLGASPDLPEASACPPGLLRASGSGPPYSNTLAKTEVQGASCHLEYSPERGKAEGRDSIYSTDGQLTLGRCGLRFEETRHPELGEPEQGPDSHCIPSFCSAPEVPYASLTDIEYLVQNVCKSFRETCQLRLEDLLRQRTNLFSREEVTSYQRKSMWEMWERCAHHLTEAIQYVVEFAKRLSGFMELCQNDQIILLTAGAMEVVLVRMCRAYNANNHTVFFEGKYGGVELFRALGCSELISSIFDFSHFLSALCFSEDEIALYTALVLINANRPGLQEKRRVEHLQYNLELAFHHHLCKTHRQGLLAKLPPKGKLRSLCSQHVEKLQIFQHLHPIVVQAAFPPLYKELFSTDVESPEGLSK
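Drosophila S2 cells stably expressing Gal4-DBD/mouse RORγ fusion under metallothionein promoter plus UAS-luciferase; compound 1 h, then 700 uM CuSO4 induction for 20 h at ambient temperature; inhibition read as reduced luminescence.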
FLuc modulator: counter-screen for miR-21 project: firefly luciferase inhibitors or activators; P08659; purified FLuc, Km substrates, luminescence inhibition; Potency, µM (highest dose often 57.5 µM), without a hit: at the top dose activity change, negative = inhibition, actives largely listed as inhibitors; 360,000 compounds, 6.9% hits;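 also: plate controls were vehicle for no effect and reference inhibitor for full effect; nearly all actives have a fitted effect of over 55% in size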
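Purified P. pyralis luciferase (10nM final) with 10uM D-luciferin and 10uM ATP (Km levels) in 50mM Tris acetate pH 7.5, 10mM Mg acetate, 0.01% Tween-20, 0.05% BSA; qHTS 6-point titration, ~60 µM downward; luminescence read.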
p53 reactivation: re-activators of mutant p53. 320,000 compounds, 0.063% hits. H1299 p53-A138V BP100-luciferase reporter, luminescence, 24 h. AID 504706. Potency, µM (doses to about 92.2 µM), inactives show top-dose activity change, positive = activation, hits mostly activators; also: % of control where 0% means no effect; nearly all actives have a fitted effect of over 45% in size
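p53-null H1299 cells stably carrying temperature-sensitive p53-A138V and a BP100-luciferase reporter were pinned with compounds (4-point, 1:5 series) and held 24 hrs at 37 deg C. Luminescence was read 10 min after detection reagent.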
NPC1 prom act: activates the NPC1 promoter | AID 485313 | Huh7 NPC1 promoter luciferase reporter, 24 h | Potency, µM (highest dose often 9.22 µM), for the others: at the top dose activation, most hits filed as activators | 320,000 compounds, 2.4% hits;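 also: % of control where 0% means no effect; nearly all actives have a fitted effect of over 60% in size; reporter is driven by a mutant NPC1 promoter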
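NPC1 promoter–luciferase Huh7 cells; 24 h compound; luminescence.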
uPA surface inh: cell surface uPA generation inhibition; cell surface uPA generation assay, qHTS; 330,000 compounds, 0.31% hits; Potency, µM (highest dose often 38.3 µM), for inactives: at the top dose activity change, negative = inhibition, usual class: inhibitors; AID 540303; active = well fitted inhibition curve with a large enough effect; inconclusive = small, poorly fitted or top-dose-only effect; inactive = no such curve, though single readings can be large or run the other way; tested in mouse RAW 264.7 cells; also: % is scaled to controls: 0 for no effect and ±100 for the full control effect; nearly all actives have a fitted effect of over 55% in size
MLL CXXC-DNA inh: inhibitors of human MLL CXXC domain-DNA interaction. Potency, µM (titrated, usually from 115 µM), inactives show at the top dose activity change, negative = inhibition, actives largely listed as inhibitors. 290,000 compounds, 0.037% hits. MLL-CXXC / FITC-HOXA9 DNA fluorescence polarization. Q03164; active = well fitted inhibition curve with a large enough effect in the polarisation, with a control signal flat, not every such curve was filed as active; inconclusive = small, poorly fitted or top-dose-only effect, or effect the other way, or a change in a side signal; inactive = no such curve, though single readings can be large or run the other way; the % refers to the polarisation
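Steps: dispense CXXC domain solution (7 uM) → pin compounds or unlabeled HOX-A9 DNA control → 5 min ambient → add FLSN-HOX-A9 solution (50 nM) → spin → 30 min ambient → fluorescence polarization. Tris pH 7.5/NaCl/DTT/BSA buffer.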
ELG1 genotox: genotoxicity induction in ELG1-luciferase HEK293T cells; HEK293T ELG1-luciferase reporter, luminescence, 16 h; Potency, µM (series often up to 46 µM), without a hit: at the top dose activity change, positive = activation, usual class: activators; 330,000 compounds, 1.3% hits; also: % of control where 0% means no effect; nearly all actives have a fitted effect of over 60% in size
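After overnight (16 hr) compound treatment at 37 °C, ELG1-luciferase HEK293T cells were lysed with ONE-Glo; luminescence quantified 30 min later at room temperature.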
BRCA1 expr up: BRCA1 expression activation; MCF7-BRCA1-FFLuc reporter, luminescence, 48 h; response scale: scaled: vehicle 0%, 10 µM genistein 100%; Potency, µM (doses to about 46.1 µM), inactives show at the highest dose activation, actives largely listed as activators; 380,000 compounds, 1.1% hits; AID 624202; also: nearly all actives have a fitted effect of over 80% in size; some results filed as inactive show a strong effect at the top dose
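First, MCF7-BRCA1-FFLuc cells (2000/well) attach for 2 h; next, compounds are pin-added and incubated 48 h at 37 °C; finally, luciferase reagent is added and luminescence read after 15 min.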
MBNL1-CUG inh: MBNL1-poly(CUG) RNA binding inhibition; Q9NR56; TR-FRET MBNL1-His/biotin-(CUG)12 binding, 665/545 ratio; Potency, µM (highest dose often 57.5 µM), without a hit: at the top dose activity change, negative = inhibition, hits mostly inhibitors; 280,000 compounds, 0.036% hits; AID 2675; active = well fitted inhibition curve with a large enough effect in the signal ratio, with a control signal flat, not every such curve was filed as active; inconclusive = small, poorly fitted or top-dose-only effect, or effect the other way, or a change in a side signal; inactive = no such curve, though single readings can be large or run the other way; the % refers to the signal ratio; also: % is scaled to controls: 0 for no effect and ±100 for the full control effect
Target sequence (Q9NR56 whole entry, looked up): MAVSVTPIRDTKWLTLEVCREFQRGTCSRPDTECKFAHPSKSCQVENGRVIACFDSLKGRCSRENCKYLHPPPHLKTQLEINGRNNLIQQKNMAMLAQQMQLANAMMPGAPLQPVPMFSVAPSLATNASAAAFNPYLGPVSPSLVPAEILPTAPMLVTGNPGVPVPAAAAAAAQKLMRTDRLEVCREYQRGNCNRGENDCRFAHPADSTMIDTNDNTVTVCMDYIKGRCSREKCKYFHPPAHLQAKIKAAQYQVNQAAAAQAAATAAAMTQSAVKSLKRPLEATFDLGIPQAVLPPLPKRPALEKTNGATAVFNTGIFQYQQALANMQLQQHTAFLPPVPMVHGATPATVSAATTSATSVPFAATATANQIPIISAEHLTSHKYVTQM
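TR-FRET between His-tagged MBNL1 and biotin-(CUG)12 RNA, detected with Tb anti-His antibody (0.055 ng/ul) and streptavidin-XL665 (5 nM), 60 min at room temperature. Compounds titrated 92 nM to 58 uM; 665/545 nm ratio normalized to buffer and complex controls.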
Numbers without * were called inactive; ? = inconclusive; nt = no result given; & = joins results of further samples; [ ] = another dose, or the depositor's remark. Unless noted, calls follow the shape of the dose curve; as a rule, active = well fitted curve in the direction sought with a large enough effect; inconclusive = small, poorly fitted or top-dose-only effect, or another doubt; inactive = no such curve, though single readings can be large; an effect the other way counts as inactive or inconclusive. Potency is read from the fitted curve at half-maximal effect. Only part of the results is shown, so the mix of outcomes need not match the whole.

SMILES	Gal4-VP16 FLuc	Rab9 promoter act	RORg inh	FLuc modulator	p53 reactivation	NPC1 prom act	uPA surface inh	MLL CXXC-DNA inh	ELG1 genotox	BRCA1 expr up	MBNL1-CUG inh
CCOc1ccc(CC(=O)NNC(=S)NC)cc1	-1%	3%	-37%	2%	1%	-5%	7%	3%	1%	16%	3%
CCCCN(CCCC)C(=O)c1ccccc1NC(=O)CN1C(=O)c2ccccc2C1=O	-2%	-7%	-10%	15%	1%	-8%	5%	3%	1%	2%	-3%
O=C(O)c1ccc2c(=O)[nH]c(CCl)nc2c1	2%	-7%	9%	4%	-1%	-4%	-7%	4%	2%	-14%	nt
N#Cc1c(NC(=O)CSc2ncn[nH]2)sc2c1CCCCC2	0.16µM*	-25%	0.4µM*	7.6µM*	-43%	-18%	?	-11%	-14%	-101%[inhibitor]	0%
CCCCn1c(N)c(N(CCOC)C(=O)CN(C)S(=O)(=O)c2ccc(F)cc2)c(=O)[nH]c1=O	nt	-1%	nt	-1%	6%	-3%	12%	nt	-6%	18%	nt
COc1ccc(CN2CC(C(=O)NCCc3ccc(Cl)cc3)CC2=O)cc1 (configuration not stated)	-9%	-2%	17%	2%	-3%	-3%	-3%	32%[activator]	-5%	-2%	1%
CC(=O)NNC(=S)Nc1cccc(F)c1	-5%	-20%	-43%	1%	0%	-8%	2%	21%	0%	-3%	0%
O=C(CN1CCN(c2ccc(Cl)cc2)CC1)N1CCCC1	1%	-8%	-26%	0%	-4%	0%	-1%	12%	-3%	0%	0%
Cc1ccc(C(=O)N2CCC(n3nccc3NC(=O)Nc3cccc(F)c3)CC2)cn1	-9%	-3%	-7%	0%	12%	1%	7%	8%	-3%	11%	-26%
Cc1cccnc1CCNCc1c(C(=O)N2C[C@@H](C)O[C@@H](C)C2)nc2ccc(Cl)cn12	6%	4%	-19%	0%	-7%	1%	2%	-4%	0%	-16%	2%
NC(=O)CSc1nnnn1-c1ccc(OC(F)(F)F)cc1	4%	1%	?	11%	4%	0%	nt	-1%	2%	4%	3%
C[C@]12CCC(=O)C=C1CC[C@@H]1[C@@H]2[C@@H](O)C[C@@]2(C)[C@H]1CC[C@]2(O)C(=O)COC(=O)CCC(=O)O	1%&-11%	-3%&-3%	?	-6%&6%	-3%&3%	-1%&-3%	-11%&-8%	15%&-3%&4%	11%&2%	-14%&-6%	-29%&-10%
CCCCCn1c(=O)[nH]c2cc(C(=O)NCCc3ccc(OC)c(OC)c3)ccc2c1=O	-7%	5%	-25%	1%	-4%	-6%	-1%	-8%	-2%	0%	6%
COc1cc(/C=C2\C(=O)N(CCC#N)N=C2C)ccc1OCC(=O)Nc1ccccc1	?	2%	-5%	11µM*	?	2%	-2%	7%	?	7%	-5%
CN(C)c1ccc(/C=N/NC(=O)c2cc(=O)[nH]c3ccccc23)cc1	1%	-1%	0%	-13%	0%	-3%	0%	-11%	5%	18%	nt
CCCSC1=C(C#N)C(c2ccccc2C)C(C(=O)OC)C(=O)N1 (configuration not stated)	7%	9%	4%	-1%	-7%	0%	-1%	-10%	-1%	8%	2%
Cc1ccc(S(=O)(=O)CCC(=O)OCC(=O)N(Cc2ccccc2)C(C)C)cc1	nt	-1%	nt	0%	6%	-1%	2%	nt	2%	12%	nt
CNc1ccccc1C(=O)OC	5%	-2%	13%	-1%	-2%	-1%	4%	-5%	0%	21%	6%
COc1ccc(Cl)cc1NC(=O)CN(C)C1CCCCC1	-9%	3%	-3%	-1%	5%	-4%	5%	-13%	-1%	-40%	3%
COc1ccc(N2CCN(C(=O)COc3cccc4ccccc34)CC2)cc1	0%	-6%	8%	3%	1%	2%	19%	4%	-5%	-21%	3%
Cn1c(=O)c2c(nc(N/N=C/c3ccco3)n2C)n(C)c1=O	-12%	-1%	15%	0%	4%	0%	0%	-23%	-10%	1%	10%
CCN(CC)C(=O)CSc1nc2ccccc2c(=O)n1CCC(=O)N1CCN(c2ccccc2)CC1	-3%	-2%	19%	-9%	-3%	-4%	-1%	10%	-11%	-7%	-7%
COc1cccc(N2CCN(C(=O)CN3C(=O)NC(C)(c4ccc5ccccc5c4)C3=O)CC2)c1 (configuration not stated)	nt	-11%	nt	-7%	6%	-5%	-9%	nt	?	-33%	nt
CC1(C)CCCN(C(=O)c2coc(=O)c(Br)c2)C1	-3%	3%	6%	-12%	2%	0%	3%	-16%	4%	-19%	28%
COc1ccc(CNC(=O)CN(C(=O)c2csnn2)c2ccc(C(C)=O)cc2)cc1	-4%	27%	10%	-19%	16%	21%	-2%	-2%	12%	73%	2%
CCc1ccccc1NS(=O)(=O)c1ccc2[nH]cc(C(=O)NC3CCCC3)c(=O)c2c1	-6%	-3%	?	?	-8%	0%	3%	-1%	-3%	-69%	?
Cc1sc2ncnc(SCc3ccco3)c2c1C	-13%	-1%	?	2%	-18%	3%	-6%	-9%	1%	-72%	-5%
Cc1[nH]n(S(=O)(=O)c2ccccc2)c(=O)c1N=Nc1cccc(Cl)c1	?	8%	?	2%	1%	-7%	3%	-29%	-6%	-27%	-3%
COc1ccc(CNc2nc(NC(C)=O)nn2-c2ccccc2)cc1	nt	12%	nt	-2%	nt	-5%	4%	11%	1%	1%	-5%
NC(=O)CC(NC(=O)Cc1cccc2ccccc12)c1ccc(NC2CCN(Cc3ccccc3)CC2)c([N+](=O)[O-])c1 (configuration not stated)	0%	0%	9%	0%	2%	1%	5%	1%	3%	16%	16%
CCOc1ccc(N(CC(=O)NCc2ccc(OC)cc2)S(=O)(=O)c2c(C)noc2C)cc1	-8%	-2%	-6%	1%	4%	-3%	2%	13%	-2%	5%	-8%
CC1(C)Cc2c(sc3nn[nH]c(=O)c23)CO1	15%	0%	8%	-3%	-4%	2%	7%	-2%	5%	-17%	23%
CCN(CC)S(=O)(=O)c1ccc(C(=O)OCCN2C(=O)c3cccc4c(N5CCOCC5)ccc(c34)C2=O)cc1	5%	1%	15%	-2%	1%	-3%	4%	?	-6%	-16%	nt
CCC1(c2ccccc2)NC(=O)N(CC(=O)N(C)Cc2c(F)cccc2Cl)C1=O (configuration not stated)	5%	2%	-2%	-10%	-7%	-1%	2%	7%	0%	-15%	-9%
CCN(CC)S(=O)(=O)c1cccc(NC(=O)c2cc(=O)[nH]c3ccccc23)c1	-9%	-2%	?	2%	-12%	-5%	-4%	-1%	-2%	-50%	-1%
N#CC(C#N)=C1NC(N)=C(C#N)C(c2ccccc2)=C1C#N	-11%	1%	2%	?	-10%	-3%	nt	?	1%	nt	?
O=C(Nc1ccccc1C(=O)Nc1ccc2c(c1)OCO2)c1cccs1	0%	19%	?	?	7%	21%	3%	20%	13%	0%	-2%
C=CCCN(C(CC(C)C)C(=O)OC)S(=O)(=O)c1ccccc1Br (configuration not stated)	-12%&3%	0%	18%&23%	1%	-1%	-1%	-6%	14%	0%	-1%	-9%
CCN(CCCNC(=O)CCn1c(=O)[nH]c2ccccc2c1=O)c1ccccc1	8%	-6%	-4%	1%	-2%	-5%	-6%	-2%	-4%	-14%	-5%
O=C(Nc1cccc(NC(=O)c2ccc(Cl)cc2Cl)c1)c1cccnc1	2%	-5%	-10%	13µM*	9%	-5%	-5%	11%	-9%	-22%	-7%
COc1ccccc1N(C)S(=O)(=O)c1ccc(Cl)c(C(=O)N2CCC2)c1	nt	-6%	nt	3%	-2%	1%	2%	nt	-2%	-1%	nt
CCOC(=O)C(CC)Sc1nc(N)c(NC(=O)c2ccc(OC)c(OC)c2)c(=O)[nH]1 (configuration not stated)	-1%	-12%	-15%	5%	2%	-5%	-4%	1%	-2%	14%	1%
CCCNS(=O)(=O)c1ccc(OCC(=O)Nc2ccc3c(c2)OCCO3)cc1	5%	-9%	18%	-4%	5%	2%	7%	-4%	-4%	-1%	1%
Cc1ccc(S(=O)(=O)Cc2cccc(C(=O)N3CCOCC3)c2)cc1	0%	-4%	4%	2%	21%	10%	2%	-9%	3%	14%	-3%
COc1cccc(/C=N/NC(=O)c2cc(-c3ccccn3)nc3ccccc23)c1O	nt	-33%[inhibitor]	nt	?	?	-34%[inhibitor]	4%	nt	5%	-42%	nt
CC1(C)CC(=O)C2=C(C1)N(Cc1ccccc1)C(=O)C2(NC(=O)C(C)(C)C)C(F)(F)F (configuration not stated)	2%	9%	11µM*	0%	-5%	-1%	4%	-2%	0%	6%	3%
CC1Cc2ccccc2N1C(=O)CSc1nc2ccccc2o1 (configuration not stated)	-12%	?	25%	?	?	-2%	-3%	3%	15%	?	-7%
